Growth percent in the NCI-60 one-dose screen (48 h, 10 µM unless noted): 100 = growth as untreated, 0 = no growth, -100 = all killed.
SK-MEL-2: SK-MEL-2 melanoma. AID 1794763. 77,000 tested, 4.7% active
UACC-257: UACC-257 melanoma. 78,000 tested, 4.4% active
UACC-62: UACC-62 melanoma | 81,000 tested, 5.4% active
T-47D: T-47D breast cancer. 79,000 tested, 5% active
HS 578T: HS 578T breast cancer; 78,000 tested, 4.1% active; AID 1794788
MALME-3M: MALME-3M melanoma; 78,000 tested, 5.8% active; AID 1794766
BT-549: BT-549 breast cancer; 78,000 tested, 4.4% active; AID 1794793
LOX IMVI: LOX IMVI melanoma | 79,000 tested, 7.4% active | AID 1794757
Numbers without * were called inactive; . = no result given; & = joins results of further samples; ! = not active in a repeat; [ ] = another dose, or the depositor's remark. The calls were made as follows: active = growth percent below 10; inactive = the rest.

SMILES	SK-MEL-2	UACC-257	UACC-62	T-47D	HS 578T	MALME-3M	BT-549	LOX IMVI
COc1ccc(CCNC(=O)C2CCN(c3nc(C(F)(F)F)ccc3C#N)CC2)cc1OC	106.2	95.1	89.5	83.1	90.9	94.5	83.6	92.3
CC(=O)CC(=O)Nc1cccc(Cl)c1	92.9	90.9	109.5	93.9	126.5	98.5	105.8	91.9
CC(C)C1CCC(C(C)(C)O)CC1 (configuration not stated)	115.0	102.8	98.2	110.8	105.9	104.3	108.2	99.1
COc1ccc2c(c1)OC13Oc4cc(OC)ccc4C=C1CCCC3=C2	15.7	52.5	14.8	44.7	45.0	70.3	35.0	-32.1*
O=C(NCc1ccccc1)c1ccc(C(=O)NCc2ccccc2)cc1	101.5	90.3	96.1	91.2	75.2	85.9	98.6	83.0
COc1ccc(C(=O)/C=C/c2ccc(C(C)C)cc2)cc1	102.4	103.3	92.6	82.0	94.3	89.1	88.8	69.7
CCOc1ccccc1C(=O)Nc1ccc(Br)cc1	.	102.6	71.3	69.1	83.4	97.1	97.7	80.4
CC(=O)OCC(OC(C)=O)C(OC(C)=O)C(COC(C)=O)OC(C)=O (configuration not stated)	98.8	99.5	96.8	.	109.9	88.2	107.4	98.8
O=C(CC(c1ccccc1)C(C(=O)O)C(=O)O)c1ccccc1 (configuration not stated)	91.2	102.3	103.2	97.5	103.5	95.0	98.2	94.9
O=C(O)c1cn(C2CC2)c2cc(N3CCN(C(=O)CCCN4C(=O)S/C(=C/c5ccccc5)C4=O)CC3)c(F)cc2c1=O	89.9	78.9	71.4	91.9	91.2	69.6	92.8	46.7
Cn1c(=O)c2c(nc3n2CCCN3CCc2ccccn2)n(C)c1=O	.	114.5	107.6	94.4	109.4	107.7	104.2	101.7
COc1ccc(Nc2nnc(-c3c[nH]c4ccccc34)o2)cc1	92.0	95.9	82.2	71.9	81.2	79.5	77.8	71.6
O=C(CSc1nnc(-c2ccc3nc(-c4ccccc4)[nH]c3c2)o1)Nc1ccc(Br)cc1	81.2	98.8	59.8	62.8	79.6	5.8*	95.9	-4.8*
NC1CCC(Nc2nc(NCc3ccc(-c4cccs4)nc3)c3ncn(C4CCCC4)c3n2)CC1 (configuration not stated)	-76.8*	-74.6*	-42.4*	-22.9*	7.0*	-74.7*	-27.4*	-82.1*
OCC(CO)(CCl)CCl	87.8	69.6	.	94.2	105.2	100.7	95.6	98.2
N#Cc1c(N)nc2c(c1N)C(Sc1ccc(F)cc1)c1ccc(O)cc1O2 (configuration not stated)	103.4	102.2	98.2	82.3	109.8	98.6	63.4	89.9
O=c1[nH]ccc2c1cnc1ccccc12	112.1	112.3	98.8	97.2	93.7	112.6	96.6	92.4
O=C1c2ccccc2C(=O)C1(Br)Br	115.2	.	99.3	74.9	94.1	119.0	95.6	91.1
Cc1cn(-c2cc(NC(=O)c3cncc(C#Cc4cnc5ccc(O[C@H]6CCOC6)nn45)c3)cc(C(F)(F)F)c2)cn1	.	97.1	70.6	98.2	73.7	52.7	181.3	62.6
Nc1cc(Cl)ccc1N1C(=O)C=CC1=O	100.4	92.4	92.8	90.5	87.7	102.8	100.2	97.8
O=C(Oc1ccc(C2c3cc(OC(=O)c4ccccc4)c(OC(=O)c4ccccc4)cc3CC3C(=O)OCC32)cc1OC(=O)c1ccccc1)c1ccccc1 (configuration not stated)	100.8	93.1	92.8	94.7	109.3	112.5	86.4	99.2
COC(=O)c1cc(-c2cc3ccccc3o2)c(C#N)c(N)n1	94.5	.	82.3	67.7	19.6	107.4	86.7	93.9
Cc1ccc(-c2nc(N3CCN(CC(=O)Nc4ccc(Cl)cc4)CC3)c3ccccc3n2)cc1	102.7	103.9	75.9	80.2	92.6	100.6	102.1	97.4
Cc1ccc2cccc(OC(=O)c3c(F)cccc3Cl)c2n1	99.1	.	100.7	92.1	118.4	92.3	99.9	99.6
N=c1scc(-c2ccc(Cl)cc2)n1CC(=O)N1CCN(c2ccccc2)CC1	79.0	104.8	98.1	88.9	106.5	106.9	101.5	102.8
Cc1c(C(C)(C)C)cc(C(C)(C)C)c2c1CN(C)CO2	96.7	99.5	113.7	104.2	105.3	95.5	110.0	105.9
ClC/C=C/CSc1ncnc2nc[nH]c12	5.9*!	104.4&118.0	103.2&99.9	99.5&98.0	118.5&105.4	95.9&115.9	158.3&102.1	97.3&98.7
S=C(Sc1ccc(Cl)cc1)Sc1ccc(Cl)cc1	90.9	88.0	-47.0*	-1.1*	7.8*	-52.8*	.	-100.0*
CC1CCN(CCCCOc2ccc(-c3ccc(C#N)cc3)cc2)CC1	93.4	74.4	81.7	71.7	83.4	97.6	80.0	76.6
COc1ccc(C2=Nn3c(NN)nnc3SC2)cc1	94.4	84.3	103.6	96.1	96.0	109.3	108.5	99.9
CCCCCCCCCCCC(=O)N(CCO)C(=O)C[n+]1ccccc1	113.9	100.5	88.4	89.6	103.7	105.4	99.9	100.3
COc1ccc(-c2cn[nH]c2-c2ccc(OC)c(O)c2)cc1	42.0	92.3	66.0	73.6	75.9	98.6	74.1	59.5
CCOC(=O)C(CSC(c1ccccc1)(c1ccccc1)c1ccccc1)NC(=O)C(CSC(c1ccccc1)(c1ccccc1)c1ccccc1)NC(c1ccccc1)(c1ccccc1)c1ccccc1 (configuration not stated)	115.5	88.8	113.4	108.1	99.5	107.8	108.7	99.6
C(=C\c1ccccc1)/CN1CCOCC1	107.5	98.3	99.5	103.4	96.1	111.5	101.4	101.3
Cc1ccc(-n2cc(/C=C/C(=O)c3ccc(S(C)(=O)=O)cc3)c(-c3ccc(S(C)(=O)=O)cc3)n2)cc1	107.2	100.3	78.1	105.4	102.6	50.3	91.5	74.5
O=C1NC(=O)C2(CC(C(=O)Nc3ccc(I)cc3)Oc3ccc(F)cc32)N1 (configuration not stated)	104.6	96.9	95.5	100.5	107.0	101.8	100.1	98.1
N#C/C(=C\c1cn(Cc2ccccc2)c2ccccc12)C(=O)Nc1ncc(Cc2ccccc2Cl)s1	35.9	-38.2*	-40.4*	-29.3*	21.7	-7.3*	52.8	24.7
CC(C)OC(=O)OCOP(=O)(OCOC(=O)OC(C)C)C1CCCN(O)C1=O (configuration not stated)	28.5	55.2	23.6	.	7.8*	41.1	22.8	39.0
CCCCOCCOC(=O)c1ccccc1O	104.2	.	90.7	93.0	99.7	103.6	102.0	99.1
C1=NCCc2ccccc21	99.7	94.8	113.8	86.0	83.8	.	106.0	100.3

Brought forward from above: 6 compounds, then new ones.
SMILES	SK-MEL-2	UACC-257	UACC-62	T-47D	HS 578T	MALME-3M	BT-549	LOX IMVI
Cc1ccc(-n2cc(/C=C/C(=O)c3ccc(S(C)(=O)=O)cc3)c(-c3ccc(S(C)(=O)=O)cc3)n2)cc1	107.2	100.3	78.1	105.4	102.6	50.3	91.5	74.5
O=C1NC(=O)C2(CC(C(=O)Nc3ccc(I)cc3)Oc3ccc(F)cc32)N1 (configuration not stated)	104.6	96.9	95.5	100.5	107.0	101.8	100.1	98.1
N#C/C(=C\c1cn(Cc2ccccc2)c2ccccc12)C(=O)Nc1ncc(Cc2ccccc2Cl)s1	35.9	-38.2*	-40.4*	-29.3*	21.7	-7.3*	52.8	24.7
CC(C)OC(=O)OCOP(=O)(OCOC(=O)OC(C)C)C1CCCN(O)C1=O (configuration not stated)	28.5	55.2	23.6	.	7.8*	41.1	22.8	39.0
CCCCOCCOC(=O)c1ccccc1O	104.2	.	90.7	93.0	99.7	103.6	102.0	99.1
C1=NCCc2ccccc21	99.7	94.8	113.8	86.0	83.8	.	106.0	100.3
NS(=O)(=O)c1ccc(CCN=Cc2c[nH]c3ccccc23)cc1	104.5	97.5	99.4	98.7	105.9	94.0	88.5	104.7
O=C(/C=C/C12c3ccccc3C(c3ccccc31)C1C(=O)NC(=O)C12)c1ccc(I)cc1 (configuration not stated)	56.7	60.5	51.9	38.9	49.1	86.1	46.1	37.8
COc1ccc2c(c1)CCC1C2=CCC2C(=O)OC(=O)C21C (configuration not stated)	98.8	101.9	90.7	95.7	107.9	99.2	102.5	102.2
O=C(NNC(=O)c1ccncc1)Nc1cc(Cl)ccc1Cl	91.4	95.3	77.6	85.7	.	99.7	82.0	.
CC(CN)[C@@H]1CC[C@]2(CO)CC[C@]3(C)[C@H](CC[C@@H]4[C@@]5(C)CCC(N)C(C)(C)[C@@H]5CC[C@]43C)[C@@H]12 (some centres not stated)	81.6	78.1	103.7	6.0*	4.4*	74.2	44.9	-72.1*
CC/C(=N/OCc1ccccc1)C(=O)NNS(=O)(=O)c1ccc(C)cc1	121.6	99.5	91.8	103.9	116.9	105.9	100.5	106.8
Clc1ccc(Nc2ccnc(NCCCNc3ccnc4cc(Cl)ccc34)n2)cc1	-91.0*	.	-90.5*	-63.7*	-56.7*	-81.0*	0.9*	-77.5*
O=C1NCC(=O)N(Cc2cccc(O)c2)[C@H]1Cc1ccccc1	102.7	83.7	100.0	87.5	107.3	98.4	118.8	99.8
O=C(O)c1ccccc1Sc1ccc([N+](=O)[O-])cn1	118.1	107.4	108.0	90.4	108.7	97.4	116.6	94.8
CCOC(=O)C1=C(N)Oc2c(sc3c(F)cccc23)C1c1ccc([N+](=O)[O-])cc1 (configuration not stated)	107.2	98.6	75.3	86.5	95.2	98.8	111.8	95.4
CC(=O)N1N=C(c2ccc(-n3ccc(C(F)(F)F)n3)cc2)CC1c1ccc[nH]1 (configuration not stated)	102.9	97.6	93.9	100.2	101.5	88.8	101.7	93.9
CCOc1ccc2ncc(C#Cc3cncc(C(=O)Nc4ccc(CN5CCN(C)CC5)c(C(F)(F)F)c4)c3)n2n1	-75.7*	-62.2*	-71.3*	71.9	-28.2*	-81.9*	-60.9*	-80.0*
N=C(N)SCc1ccc([N+](=O)[O-])cc1	104.2	106.0	91.4	100.9	122.4	121.5	99.4	100.9
COc1ccc(-c2ccnc(SCc3cc4cc(Cl)ccc4[nH]c3=O)n2)cc1	99.0	72.1	42.5	62.1	-5.8*	27.9	-18.5*	80.9
COc1cccc(C/C(C)=C(/c2ccc(OCCN3CCCCC3)cc2)c2ccc(OC(C)=O)cc2)c1	114.9	111.8	90.3	70.6	95.0	117.0	103.1	90.5
CC(=O)N(C)O	.	108.8	105.1	92.0	118.4	103.6	97.3	93.2
N#Cc1c(NC(=O)C(Cl)(Cl)Cl)sc2c1CCCC2	.	.	100.4	97.8	103.8	89.7	106.8	100.4
COc1ccc(C2CC(c3ccco3)=NN2c2ccc(S(N)(=O)=O)cc2)cc1 (configuration not stated)	.	95.7	100.2	89.0	105.1	104.8	.	99.2
CCOC(=O)c1sc(NC(=O)c2ccc(O)cc2)nc1C	82.5	63.5	.	37.8	78.0	54.3	62.9	64.3
CCCN(CCC)CN(CCC)CCC	108.2	100.3	.	101.7	98.8	97.6	91.4	104.3
CN(C)/C=C1\CC2C(=O)N(Cc3ccccc3Cl)C(N(C)C)N2C1=O (configuration not stated)	.	96.3	108.6	92.1	107.2	97.7	104.6	94.9
CCOc1cccc2cc(C(=O)CSc3nc4ccccc4c(=O)n3-c3ccccc3)c(=O)oc12	.	79.6	75.3	87.1	.	92.1	103.3	95.8
CNC(=O)c1ccc([N+](=O)[O-])cc1	118.2	101.0	99.9	115.9	96.5	.	104.3	108.9
CCCCNC(=O)Oc1ccc2c(=O)c3sc4c(=O)c5ccccc5c(=O)c4c3c(=O)c2c1	-54.7*	-95.7*	-75.0*	-38.5*	2.8*	-98.0*	-90.2*	-72.9*
C=CCn1c(SCC(=O)Nc2ccc(C(=O)/C=C/c3ccc(Cl)cc3)cc2)nnc1-c1cc(-c2ccccc2)nc2ccccc12	97.2	93.4	59.9	84.6	86.3	87.1	64.2	-82.4*
Oc1c(Cl)cc(Cl)c2ccc(Cn3cc(-c4cccc(C(F)(F)F)c4)nn3)nc12	93.8	69.1	82.1	58.9	74.9	75.8	75.0	23.7
COc1cc(Cn2c(-c3ccccc3)c(Cl)c3c2-c2oncc2CC3)cc(OC)c1	75.3	86.0	55.4	73.8	52.8	.	87.4	73.8
C[C@]12CC[C@@H]3c4ccc(O)cc4CC[C@H]3[C@@H]1C[C@H](O)C2	82.4	78.5	43.6	96.9	57.6	80.5	79.1	63.4
O=C1CN(c2ccccc2)C(=O)C1C(=O)Nc1ccc(Cl)c(Cl)c1 (configuration not stated)	18.1[100 µM]	16.2[100 µM]	-3.4*[100 µM]	12.7[100 µM]	32.8[100 µM]	-11.7*[100 µM]	23.4[100 µM]	.
Cc1ccc(-c2csc(N3C(=O)c4ccccc4C3=O)n2)cc1	81.4	106.3	89.4	94.1	100.6	100.5	93.2	98.1
O[C@H]1[C@H]2c3cc4c(cc3CN3CCC(=C[C@@H]1O)[C@H]23)OCO4	24.5	45.7	62.0	34.5	42.7	41.9	71.2	0.7*
OCCOCCOCc1ccccc1	101.5	107.6	114.6	111.4	117.9	120.3	103.2	99.1
Cc1cccc2c(C(=O)c3ccc4c(c3)Sc3cc(C(=O)c5ccn6c(C)cccc56)ccc3N4)ccn12	.	109.2	112.9	81.7	109.6	104.7	85.6	104.0
CCCCCCc1cc(-c2cc(CCCCCC)nc(N)n2)nc(N)n1	114.8	93.9	94.9	.	96.1	92.1	99.4	95.4

Grouped by structure, the entries above with a furan ring, fused or not
SMILES	SK-MEL-2	UACC-257	UACC-62	T-47D	HS 578T	MALME-3M	BT-549	LOX IMVI
COC(=O)c1cc(-c2cc3ccccc3o2)c(C#N)c(N)n1	94.5	.	82.3	67.7	19.6	107.4	86.7	93.9
COc1ccc(C2CC(c3ccco3)=NN2c2ccc(S(N)(=O)=O)cc2)cc1 (configuration not stated)	.	95.7	100.2	89.0	105.1	104.8	.	99.2
